# Screening data: PubChem BioAssay, several laboratories
# MT stabilizer: microtubule stabilizers in HeLa cells; HeLa tubulin immunostaining HCS, 24 h; share of cells brighter than vehicle mean+2SD; % tubulin-high responders, % at 10 µM; 200,000 tested, 0.83% active;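 active = plate Z-score above 3 for both tubulin-high and condensed-nucleus cell shares, with cell loss under 80%, at 10 µM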;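 also: anti alpha tubulin signal scored within the nucleus-defined area of each cell; some results filed as inactive read as strong as hits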
# Insulin prom up: MIN6 insulin promoter up-regulation. MIN6 insulin promoter-GFP reporter, high-content imaging; hits give high values. z-score at 5 µM. 190,000 tested, 0.3% active. AID 1625;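 active = z-score above 3 at 5 µM with at least 500 cells counted in the well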
# human PMI inhibition: inhibitors of human PMI, primary screen, biochemical, fluorescence intensity, coupled assay (AID 1209); purified PMI enzyme, coupled fluorescence intensity; higher % means a stronger effect; inhibition, % at 20 µM; hits with a dose series show IC50 in µM; 190,000 tested, 0.42% active; in the data active = inhibition above about 50%;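 also: plate controls were DMSO vehicle for no effect and wells lacking substrate for full effect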
# Hep lipid drop: hepatic lipid droplet formation modulation. inhibition, % at 6.5 µM. AML12 mouse hepatocytes, oleate lipid droplets, BODIPY imaging. 240,000 tested, 0.4% active;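 active = lipid droplet intensity inhibited by at least 50%, with more than 500 cells counted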
#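 Material – AML12 mouse liver cells · Also added – oleate loading, 100 µM · Compound dosing – 6.5 µM single-point dosing · Times – overnight treatment with compound plus oleate · Measured by – fluorescence imaging, 20x objective, two fields per well · Read-out – percent inhibition of filter-corrected integrated lipid droplet intensity per well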
# Dynein transport: blocks dynein driven cargo transport along microtubules. 3617.4 mouse cells, GR-EGFP nuclear translocation imaging; test concentration mostly 20 µM; stimulated with dexamethasone, 1 µM; hits give low values. z-score, hits read low. 220,000 tested, 0.47% active;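 active = plate z-score of nuclear minus cytoplasmic receptor signal below a set negative limit, without overly bright fluorescence or cell loss, cut at about -3.5 in these data, passing the limit was not always enough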;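 also: z-score of nuclear minus cytoplasmic ring GR-EGFP intensity difference per well; some compounds called inactive have numbers as strong as hits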
#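 Buffer or medium: tet-free, stripped-serum medium; Also added: dexamethasone, 1.0 µM final; Technique: high-content fluorescence imaging after fixation; Times: 48 h induction, 1 h compound, 30 min dex at 37 °C; Read-out: per-cell GR-EGFP intensity, nucleus versus surrounding cytoplasmic ring, well-averaged.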
# TNAP activation fold: human TNAP enzyme activators, primary screen, biochemical, luminescent, no phosphate acceptor, uHTS (AID 1001); purified TNAP, luminescent activation assay, no phosphate acceptor; higher activation fold means a stronger effect; activation fold at 20 µM; hits with a dose series show EC50 in µM; 200,000 tested, 0.03% active; in the data active = activation fold from about 3, or a potency from the dose series; inactive = the rest, 99 in 100 with activation fold below about 1.6; also: many of its hits are not listed in these tables
# Myeloid diff 2: promotes myeloid progenitor differentiation | calls only at 10 µM | 360,000 tested, 1% active | ER-HoxA9 myeloid progenitors, lysozyme-GFP differentiation, flow cytometry;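 active = normalized GFP-positive differentiation at or above the plate's own cutoff, the solvent-only control mean plus 3 SD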;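 also: cells exposed to compound for four days before flow analysis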
# b-catenin transl: beta-catenin nuclear translocation modulation. 190,000 tested, 0.3% active. HeLa beta-catenin nuclear translocation, immunofluorescence imaging. nuclear translocation activity, % at 5 µM. AID 1665;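 active = nuclear translocation activity above 50% at 5 µM, with a well cell count of 50 or more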;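 also: per-cell ratio of nuclear to cytoplasmic median beta-catenin stain intensity; plate controls were DMSO negative control for no effect and GSK-3 inhibitor IX positive control for full effect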
#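 test system = HeLa cells, endogenous beta-catenin | dosing = single 5 µM dose plus 0.02–20 µM confirmation series | times = compound treatment 24 h, 37°C, 5% CO2 | technique = beta-catenin immunofluorescence imaging with DAPI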
# T cell modulator: modulates CD8 T cell binding to vesicles; 2C CD8+ T cell-vesicle binding, flow cytometry; hits give low values; calls only at 7 µM; 330,000 tested, 0.068% active; AID 2052;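 active = response, share of CD8 T cells binding vesicles, and their 90th percentile fluorescence all below set limits, cut at about 80% in these data, passing the limit was not always enough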
#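 Assay system – 2C mouse CD8+ T cells · Also added – QL9-loaded Drosophila micro-vesicles · Timing – Cell–vesicle co-incubation 1.5 h at 37 °C, staining 20 min on ice · Signal – flow cytometry of vesicle-bound cells · Measure – percent CD8+ FL2 mean versus row control · Controls – Peptide-free naked vesicles (low) and QL9 vesicles with 0.7% DMSO vehicle (high)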
# Dynein transport cytoplasmic EGFP: also measured in Dynein transport; calls as there; z-score; measured here: cytoplasmic GR-EGFP intensity; hits give high values
# Dynein transport nuclear GR-EGFP: further read-out of Dynein transport, marked with its call; z-score; measured here: nuclear GR-EGFP intensity;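 lower value marks the stronger effect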
# Dynein transport cell count: also measured in Dynein transport; calls as there; z-score; measured here: cell count per field
# Insulin prom up cell count: second read-out of Insulin prom up, no call of its own (marks repeat the call); cell count; measured here: cytotoxicity, nuclei count;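 total cells summed across four imaged fields per well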
# Hep lipid drop cells 6.5 µM: recorded beside Hep lipid drop, whose call it bears; cell count; measured here: cell count, cytotoxicity flag;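 cells counted across two imaged fields per well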
# b-catenin transl cell count 5 µM: further read-out of b-catenin transl, marked with its call; cell count; measured here: cell count, cytotoxicity flag
# T cell modulator vesicle-bound %: second read-out of T cell modulator, no call of its own (marks repeat the call); double positive events, %; measured here: CD8+ vesicle-bound cell fraction;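 binding gate set so that unloaded-vesicle control wells show 10% double positive cells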
# MT stabilizer Hoechst-high %: also measured in MT stabilizer; calls as there; % Hoechst-high responders; measured here: nuclear condensation Hoechst responders;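 share of cells brighter than vehicle mean plus two SD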
# MT stabilizer cytotoxicity %: also measured in MT stabilizer; calls as there; toxicity, %; measured here: cytotoxicity by cell density;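 0% = mean cell density of plate MIN control wells and 100% = no cells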
# Myeloid diff 2 GFP+ MAC1+ %: second read-out of Myeloid diff 2, no call of its own (marks repeat the call); GFP+ MAC1+ double positive, %; measured here: differentiation confirmed by MAC1 staining
# An asterisk follows results filed as active; i = inactive; nt = no result given; + = active, no number. Compounds were not picked by outcome; overall some 3% were active at least once.
# Values run as follows: MT stabilizer	MT stabilizer Hoechst-high %	MT stabilizer cytotoxicity %	Insulin prom up	Insulin prom up cell count	human PMI inhibition	Hep lipid drop	Hep lipid drop cells 6.5 µM	Dynein transport	Dynein transport cytoplasmic EGFP	Dynein transport nuclear GR-EGFP	Dynein transport cell count	TNAP activation fold	Myeloid diff 2	Myeloid diff 2 GFP+ MAC1+ %	b-catenin transl	b-catenin transl cell count 5 µM	T cell modulator	T cell modulator vesicle-bound %
- Cc1ccc(Nc2c(-c3ccc(C)o3)nc3cnccn23)cc1
  1.5	3.5	12	-0.77	903	4%	nt	nt	-3.2	0.3	-1.9	0.79	1.1	i	3.0	nt	nt	i	26
- CCOc1ccc(NC(=O)CCSc2ccc(C)cc2)cc1
  4.0	2.6	4.2	-0.36	1415	8%	1	509	-0.45	-0.3	-0.56	0.38	1.1	i	0.5	-0.1	1100	i	30
- COc1ccc(Cc2noc(CN3CCN(Cc4cccc(Cl)c4)CC3)n2)cc1OC
  4.7	2.0	5.5	1.1	1375	8%	-35	660	-0.92	-0.26	-0.35	0.43	1	i	0.7	-2.0	1078	i	22
- COCCn1c(SCC(=O)NCc2cccs2)nnc1-c1ccc(OC)cc1
  1.6	1.7	9.0	-0.14	1157	8%	nt	nt	0.34	-0.13	0.19	-0.29	1.1	i	5.9	-8.4	995	i	35
- CN(CC(=O)Nc1ccccc1Cl)C(=O)CSc1nc2ccccc2s1
  3.4	1.4	7.2	-0.82	1473	7%	4	547	0.94	-0.15	0.3	-0.44	1.2	i	0.2	-0.3	1124	i	43
- CC(C)(C(N)=O)N1CCN(c2ncc(C(F)(F)F)cc2Cl)CC1
  1.6	0.5	5.4	nt	nt	-2%	6	772	1.7	-0.089	0.99	-0.63	1.1	i	1.3	nt	nt	i	30
- CCOC(=O)CN1C(=O)CSc2ccc(S(=O)(=O)N3CCCC3)cc21
  nt	nt	nt	0.66	1076	nt	1	690	1	-0.077	1.2	-1.5	nt	i	1.1	-0.2	1264	i	41
- NC(=S)N=Nc1c(O)n(Cc2ccccc2)c2ccccc12
  2.1	2.1	5.1	-0.82	1297	4%	-4	691	-0.036	-0.29	-0.26	0.25	1	i	0.3	-1.2	961	i	55
- O=C(Nc1nc2ccc(F)cc2s1)c1cccc(S(=O)(=O)N2CCc3ccccc32)c1
  3.3	3.6	4.7	-0.22	1336	3%	-2	569	-0.77	-0.23	-0.69	0.45	1.2	i	1.8	0.5	935	i	10
- COc1ccc(N2CCN(C(=O)CSc3ncnc4c3cnn4-c3ccccc3C)CC2)cc1
  1.8	2.3	4.1	0.05	1299	12%	0	649	0.53	-0.23	0.54	-0.6	1.1	i	0.4	nt	nt	i	50
- COc1ccc(Cl)cc1NC(=S)N(CCCN1CCOCC1)Cc1cn(C)c2ccccc12
  1.8	1.5	12	nt	nt	19%	-7	388	0.21	-0.23	0.22	-0.028	1.1	i	2.2	1.3	1095	i	11
- NNC(=O)c1cc2ccccc2cc1O
  3.5	1.6	2.3	0.14	1549	11%	11	666	0.05	-0.26	-0.017	0.55	1.1	i	0.9	1.5	1084	i	18
- CCOC(=O)CC(NC(=O)Cn1nnc(-c2ccccc2Cl)n1)c1ccc(OC)cc1 (stereo not drawn)
  2.5	1.5	12	-0.07	1274	2%	-5	745	1.6	-0.23	1.1	-0.75	1.1	i	0.5	1.1	1055	i	40
- NS(=O)(=O)c1ccc(NC(=O)CN2CCCCC2)cc1
  2.8	1.5	7.7	-0.02	1425	6%	nt	nt	-0.51	-0.18	-0.011	1.4	1.1	i	1.3	-6.5	1029	i	25
- N=c1c2c(-c3ccccc3)c(-c3ccccc3)n(Cc3ccccc3)c2ncn1CCCn1ccnc1
  35	3.1	29	-0.08	1188	0%	nt	nt	-1.3	5.7	0.36	-4.6	1.8	+	nt	1.9	1328	i	13
- Cc1nc(NC(=O)/C=C/c2ccc(Cl)cc2Cl)sc1C(=O)N(C)C
  2.6	2.4	5.2	0.41	1443	12%	2	659	-0.46	-0.15	-0.2	1	1	i	0.2	-1.1	1139	i	31
- Cc1ccc(-n2nnnc2Sc2nc([N+](=O)[O-])nn2C)cc1C
  2.1	1.7	3.6	0.1	1361	0%	nt	nt	-0.84	-0.093	-0.59	0.52	1.1	i	1.1	0.3	1392	i	2
- COCCn1c(Cc2ccccc2)nnc1SCC(=O)Nc1ccccc1
  1.4	1.1	2.4	0.1	1532	-2%	7	683	0.12	-0.35	-0.45	0.6	1.1	i	0.3	0.1	1544	i	36
- C/C(=N\N=C(/N)SC1CC(=O)N(c2cccc(Cl)c2)C1=O)c1cccs1 (stereo not drawn)
  3.7	2.1	7.7	0.58	1382	-7%	nt	nt	1.3	-0.21	1	0.14	1	i	5.4	-0.9	1272	i	51
- CC1CCc2cc(F)ccc2N1C(=O)CSc1nnc(-c2cccs2)n1C (stereo not drawn)
  2.7	3.1	11	-0.15	1316	8%	nt	nt	-0.63	-0.21	-0.007	0.64	1.1	i	1.0	0.0	1522	i	50
- CC(=O)Nc1ccc(OC(=O)c2cc3ccccc3oc2=O)cc1
  3.3	1.9	5.6	0.47	1873	2%	-8	689	0.4	-0.22	0.039	-0.25	1	i	1.3	-1.0	1016	i	10
- O=C(Nc1cc(C(F)(F)F)ccc1-n1cnc2ccccc21)c1ccccc1
  2.3	3.7	7.3	0.06	1567	8%	-14	644	-0.59	-0.26	-0.026	1.1	1	i	0.6	-1.4	1103	i	38
- COc1ccc([N+](=O)[O-])cc1NC(=O)CCc1ccccc1
  1.3	0.6	5.8	0.13	1475	12%	nt	nt	0.25	-0.2	-0.042	-0.24	1	i	0.2	-0.8	1349	i	15
- CC1(C)Cc2cccc(OCC(=O)N3CCN(S(=O)(=O)c4ccc(F)cc4)CC3)c2O1
  5.1	0.9	5.0	-0.49	1340	-3%	nt	nt	1.8	-0.26	1.4	-1.2	1.1	i	0.3	0.6	1400	i	50
- O=C(O)c1cc(N/N=C2/CC(c3ccccc3)Oc3ccccc32)ccc1Cl (stereo not drawn)
  3.8	1.6	0.9	-0.28	1517	-47%	13	683	-0.033	-0.26	0.067	0.51	1	i	0.0	-0.1	1052	i	39
- CCn1ncc(Br)c1C(=O)Nc1ccc2c(c1)OCCO2
  6.2	3.2	0.9	-0.85	1286	-6%	2	691	-1.7	-0.13	-0.22	1.9	1.1	i	0.7	1.7	1001	i	20
- O=C(CSc1nnc(-c2cccnc2)n1Cc1ccco1)NCc1ccc2c(c1)OCO2
  1.2	1.1	4.9	-1.1	1257	-2%	nt	nt	-0.37	-0.21	-0.27	0.55	1.1	i	0.8	-7.3	1010	i	36
- CCOc1ccc(-c2nnc(-c3ccccc3)n2-c2ccccc2)cc1
  2.0	1.4	5.2	0.3	1754	19%	-8	655	0.093	-0.22	0.57	0.11	1.2	i	0.5	3.6	1029	i	34
- CC(OC(=O)c1ccccc1)C(=O)NCCC1=CCCCC1 (stereo not drawn)
  1.6	1.6	1.8	0.45	1252	7%	0	702	0.81	-0.34	-0.3	0.86	1.1	i	0.7	-0.5	1087	i	34
- Nc1nnc(SCCOc2ccc(Br)cc2)s1
  5.9	2.6	7.9	0.26	1213	7%	7	771	0.4	-0.13	0.99	-1.2	1.1	i	1.6	-4.7	1195	+	3.8*
- CCCCC(CCC(=O)Nc1cc([N+](=O)[O-])ccc1O)C(=O)O (stereo not drawn)
  3.0	1.2	3.3	0.13	1316	-16%	13	709	0.18	-0.14	0.34	-0.15	0.9	i	0.1	-0.4	1161	i	44
- O=C(Oc1ccccc1)N(c1ccccc1)c1ccccc1
  nt	nt	nt	-0.5	1249	nt	2	659	2.2	-0.037	1.1	-1.4	nt	i	0.9	-2.7	1128	i	54
- CSc1nc(Oc2ccc(F)cc2F)cc(C(F)(F)F)n1
  1.8	1.7	3.4	-0.25	1438	-6%	nt	nt	0.15	-0.2	-0.078	-0.4	1	i	1.6	0.5	1403	i	6

# Entries shown so far that have a furan ring, fused or not, in the order listed:
# Values run as follows: MT stabilizer	MT stabilizer Hoechst-high %	MT stabilizer cytotoxicity %	Insulin prom up	Insulin prom up cell count	human PMI inhibition	Hep lipid drop	Hep lipid drop cells 6.5 µM	Dynein transport	Dynein transport cytoplasmic EGFP	Dynein transport nuclear GR-EGFP	Dynein transport cell count	TNAP activation fold	Myeloid diff 2	Myeloid diff 2 GFP+ MAC1+ %	b-catenin transl	b-catenin transl cell count 5 µM	T cell modulator	T cell modulator vesicle-bound %
- Cc1ccc(Nc2c(-c3ccc(C)o3)nc3cnccn23)cc1
  1.5	3.5	12	-0.77	903	4%	nt	nt	-3.2	0.3	-1.9	0.79	1.1	i	3.0	nt	nt	i	26
- O=C(CSc1nnc(-c2cccnc2)n1Cc1ccco1)NCc1ccc2c(c1)OCO2
  1.2	1.1	4.9	-1.1	1257	-2%	nt	nt	-0.37	-0.21	-0.27	0.55	1.1	i	0.8	-7.3	1010	i	36
